High-throughput results (PubChem)
SUMO1-SIM PPI – SUMO1-SIM interaction modulation; SUMO1 binding to a labelled peptide, TR-FRET, 1 h; inhibition, % at 20 µM; hit rate 0.33% among 360,000; in the data active means inhibition above about 37%
CSN inh – inhibitors of human CSN-mediated cullin deneddylation. Q92905. Purified CSN, SCF-Nedd8-OG deneddylation, fluorescence polarization. inhibition, % at 12.5 µM. hit rate 0.38% among 360,000. AID 651999;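 active means pattern-corrected inhibition above about 35%, with an unprinted fluorescence ratio check between 0.5 and 1.5, limit read from the data, passing the limit was not always enough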;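 further: 0% = enzyme with substrate and 100% = substrate without enzyme; some results filed as inactive read as strong as hits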
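Material: human Csn5 produced in HEK293T cells; Input: enzyme 0.24 nM; Reagent: SCFSkp2-Nedd8OG substrate at 10 nM final; Dosing: 12.5 µM compound; Incubation: 90 min reaction at room temperature; Detection: fluorescence polarization of the substrate; Evaluation: % inhibition of substrate cleavage by Csn5; Control set: substrate-only high control, full reaction low control.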
STEP block – blocks human striatal-enriched tyrosine phosphatase; recombinant STEP, OMFP fluorogenic substrate, fluorescence; P54829; hit rate 0.25% among 360,000; inhibition, % at 20 µM;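 active means inhibition at 20 µM, scaled per plate between control wells, above about 37%, limit read from the data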;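 further: 0% = DMSO with enzyme and substrate and 100% = substrate only without enzyme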
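System: isolated STEP enzyme; schedule: 20 min enzyme reaction at room temperature, protected from light; medium: Bis-Tris buffer pH 6.0, 2.5 mM DTT, 0.005% Tween 20; signal: fluorescence, 480/540 nm; dosing: single compound dose of 20 µM, 1% DMSO final; also added: OMFP substrate, 25 µM final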
MsrA inhibitor – inhibits bovine methionine sulfoxide reductase A | purified bovine MsrA, absorbance read-out | inhibition, % at 15.5 µM | hit rate 0.75% among 360,000; in the data active means inhibition above about 4.5%;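 further: 0% = vehicle wells with enzyme and 100% = reference inhibitor wells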
Scp1 inh – blocks human Scp-1 phosphatase activity | Recombinant Scp1, phosphopeptide, malachite green phosphate absorbance | inhibition, % at 20 µM | Q9GZU7 | hit rate 0.88% among 340,000;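 active means inhibition above about 50% at 20 µM, limit read from the data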;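 further: plate controls were DMSO wells with enzyme for no effect and wells lacking enzyme for full effect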
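assay system = SCP-1 phosphatase catalytic domain, residues 76-261 | buffer or medium = 50 mM Tris acetate pH 5.5, 0.005% Tween-20, 10 mM MgCl2 | incubation = enzyme reaction 45 min at room temperature, colour 5 min, stabilisation 30 min | signal = Phosphate-binding colour reagent, absorbance read at 630 nm | measure = % inhibition at 20 µM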
Rpn11 inh – blocks the human proteasome subunit Rpn11; hit rate 0.59% among 360,000; O00487; calls only at 20 µM; human 26S proteasome, Ub4-pepOG fluorescence polarization; 20S core pre-blocked with epoxomicin;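 active means inhibition at 20 µM, scaled to each plate's controls, above about 33%, limit read from the data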
Tb MetRS inh – Trypanosoma brucei MetRS inhibition. purified T. brucei MetRS, ATP depletion, Kinase-Glo luminescence. inhibition, % at 11.9 µM. hit rate 0.4% among 360,000;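 active means inhibition above a per-plate cutoff of the control wells' mean inhibition plus 3 SD, cut at about 5.5% in these data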;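 further: 0% = DMSO wells median and 100% = median of wells with control inhibitor compound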
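assay system = parasite MetRS enzyme | timing = 15 min preincubation, 2 h reaction, all 25 °C | evaluation = percent inhibition relative to median high and low control wells | medium = HEPES buffer containing pyrophosphatase, BSA, spermine, DTT | compound = single dose, 11.9 µM final nominal, 0.9% final DMSO | detection = Kinase-Glo luminescence, ATP depletion format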
LMPTP inh – blocks human LMPTP phosphatase | hit rate 0.22% among 360,000 | inhibition, % at 20 µM | recombinant LMPTP-A, OMFP fluorogenic substrate, fluorescence intensity;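 active means compounds that cut the enzyme signal by at least half of the control window in the single-dose screen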;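 further: plate controls were DMSO wells with enzyme plus substrate for no effect and substrate without enzyme for full effect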
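Test system – LMPTP-A enzyme · Amount – LMPTP-A at 0.625 nM final in the reaction · Buffer or medium – Bis-Tris pH 6.0, DTT, detergent · Reagent – OMFP 400 µM · Doses – single 20 µM dose · Schedule – reaction 50 min, room temperature, dark · Detection – fluorescence intensity of OMFP turnover product · Evaluation – percent inhibition versus substrate-only and uninhibited controls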
DNMT1 inh – blocks human DNA methyltransferase DNMT1; inhibition (reported as % activation of signal), % at 10 µM; DNMT1 molecular beacon, Hinp1I cleavage, fluorescence; hit rate 0.83% among 360,000; P26358; in the data active means inhibition above about 50%
Target sequence (P26358 504-1616 limits assumed): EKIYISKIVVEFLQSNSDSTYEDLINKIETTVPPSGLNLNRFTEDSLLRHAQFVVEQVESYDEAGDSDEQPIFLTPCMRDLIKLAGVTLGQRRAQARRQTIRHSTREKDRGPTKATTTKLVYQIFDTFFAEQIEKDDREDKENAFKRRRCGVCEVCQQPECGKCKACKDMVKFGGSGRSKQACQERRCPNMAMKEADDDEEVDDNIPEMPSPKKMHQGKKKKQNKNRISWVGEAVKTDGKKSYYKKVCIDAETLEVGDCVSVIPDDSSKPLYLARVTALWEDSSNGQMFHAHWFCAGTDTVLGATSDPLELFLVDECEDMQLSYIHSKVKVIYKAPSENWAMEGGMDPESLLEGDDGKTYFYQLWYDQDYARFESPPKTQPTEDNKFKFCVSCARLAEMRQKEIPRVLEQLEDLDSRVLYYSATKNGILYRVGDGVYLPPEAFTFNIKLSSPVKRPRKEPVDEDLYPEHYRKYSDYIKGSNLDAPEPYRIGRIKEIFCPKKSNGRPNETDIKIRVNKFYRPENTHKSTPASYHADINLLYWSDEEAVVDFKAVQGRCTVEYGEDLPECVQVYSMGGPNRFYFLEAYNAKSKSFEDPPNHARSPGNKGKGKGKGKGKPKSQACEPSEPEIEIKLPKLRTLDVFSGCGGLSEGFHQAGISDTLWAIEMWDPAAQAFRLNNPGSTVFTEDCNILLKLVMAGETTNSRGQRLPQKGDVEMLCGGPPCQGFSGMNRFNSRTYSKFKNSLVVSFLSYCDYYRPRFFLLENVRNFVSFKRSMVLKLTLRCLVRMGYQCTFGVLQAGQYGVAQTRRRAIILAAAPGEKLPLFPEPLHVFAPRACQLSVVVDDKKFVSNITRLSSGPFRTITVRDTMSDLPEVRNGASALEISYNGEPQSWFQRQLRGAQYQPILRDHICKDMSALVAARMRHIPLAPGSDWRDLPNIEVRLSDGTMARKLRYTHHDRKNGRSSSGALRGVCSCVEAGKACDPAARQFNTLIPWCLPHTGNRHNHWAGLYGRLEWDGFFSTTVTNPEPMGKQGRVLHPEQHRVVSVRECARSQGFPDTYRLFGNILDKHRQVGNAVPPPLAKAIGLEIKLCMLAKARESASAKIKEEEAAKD
NadD block – blocks S. aureus nicotinate mononucleotide adenylyltransferase. purified NadD enzyme, colorimetric absorbance read-out. inhibition, % at 20 µM. hit rate 0.78% among 360,000. AID 602399; in the data active means inhibition above about 26%; further: some compounds past the cut are filed as inactive
Starred values were filed as active, the others as inactive; i = inactive; x = no result given; + = active, no number.

SMILES | SUMO1-SIM PPI | CSN inh | STEP block | MsrA inhibitor | Scp1 inh | Rpn11 inh | Tb MetRS inh | LMPTP inh | DNMT1 inh | NadD block
CCOc1ccc(NC(=O)CN2C(=O)NC3(CCCC3)C2=O)cc1S(=O)(=O)N1CCCCC1 | 5.0 | -5.0 | 2.0 | 1.4 | -5.5 | i | -0.3 | 0.9 | -1.5 | 5.3
CCOc1ccccc1N1CCN(C(=O)C2=CC=CN3CCS(=O)(=O)N=C23)CC1 | 2.8 | 0.9 | -2.7 | 0.2 | 3.2 | i | -0.2 | -2.0 | 0.2 | 3.7
O=S(=O)(c1ccc(Cl)cc1)N(Cc1ccccn1)Cc1ccccn1 | -1.4 | -2.0 | 0.9 | -0.9 | -12.3 | i | -0.3 | -0.4 | 0.3 | -5.0
CC1Cc2ccccc2N1C(=O)c1cnc2n(c1=O)CCS2 (stereo not drawn) | -2.1 | -3.7 | 4.2 | 1.6 | 9.6 | i | -1.6 | -1.3 | 0.4 | -3.2
O=C(Nc1cccc(Cl)c1)N(CCN1CCOCC1)Cc1cccc(Cl)c1 | 0.1 | -1.6 | -3.0 | -1.0 | -2.0 | i | -0.1 | -0.5 | -8.9 | -0.2
Cc1ccc(CNC(=O)CCn2c(=O)oc3ccccc32)cc1 | 15.3 | -2.1 | 3.6 | -2.1 | -14.0 | i | 0.3 | 0.6 | 1.3 | -6.0
Cc1ccc[n+](CC(=O)c2ccc(Cl)cc2)c1 | 4.9 | -1.2 | 0.3 | -1.2 | -9.5 | i | -0.6 | -1.4 | 3.1 | -10.2
CCCCCC1CCC(c2ccc(C(N)=O)cc2)CC1 (stereo not drawn) | -1.6 | -2.1 | -0.2 | 0.1 | 5.8 | i | -0.5 | -0.6 | 5.5 | 12.0
COc1ccc(CN2CCN(Cc3ccco3)CC2)c(OC)c1 | -10.0 | -4.2 | -0.2 | -0.2 | -12.3 | i | -0.3 | -2.5 | 1.5 | -4.5
CC(C)Oc1ccc(C(=O)Nc2cccc(S(=O)(=O)N3CCCC3)c2)cc1 | 2.3 | -0.4 | 0.8 | 1.0 | -6.7 | i | 0.0 | -0.1 | -0.9 | -4.1
COc1ccccc1/C=C/C1(C(=O)NC2CCCC2)CC(=O)N1c1ccc(C)cc1 (stereo not drawn) | -1.4 | 1.9 | 2.3 | 0.0 | -2.2 | i | -0.5 | 2.5 | -4.0 | 1.5
CC1CCN(C(=O)CSCC(=O)Nc2nc(-c3cccs3)cs2)CC1 | -7.3 | 2.5 | -0.6 | 0.7 | -14.0 | i | 0.1 | 0.5 | 0.0 | -3.2
CCOC(=O)c1cc2c(=O)n3ccccc3nc2n(C(C)C)c1=NC(=O)c1ccncc1 | -16.7 | -1.3 | -1.5 | 0.6 | -4.3 | i | -0.5 | -0.2 | 1.9 | 1.9
CCOc1ccc(Cc2c(O)nc(SC)[nH]c2=O)cc1 | 7.5 | -2.1 | -1.3 | -0.3 | x | i | -0.2 | -2.1 | 1.4 | 2.0
Cc1cc(C)c2cc(C(=O)N3CCc4ccccc4C3)[nH]c2c1 | 1.0 | 3.8 | -0.7 | 0.4 | -8.9 | i | -0.1 | 2.1 | -5.8 | -7.0
O=C(NCCOc1ccccc1)c1ccccc1SCC(=O)N1CCCC1 | 0.5 | -2.5 | 1.8 | 1.1 | -4.6 | i | -0.5 | -2.1 | 1.2 | -2.3
Cc1ccc(-c2noc(CCC(=O)Nc3ccc(C)cn3)n2)cc1 | -3.2 | -2.0 | 3.6 | 0.5 | -2.2 | i | -0.6 | -0.3 | 4.3 | -1.4
COc1cc(C(=O)NCc2nnc(SCC(=O)Nc3ccc4c(c3)OCO4)o2)cc(OC)c1OC | 3.6 | 7.7 | 3.1 | -0.1 | -3.1 | i | -0.3 | -1.3 | -0.1 | -0.8
COCc1cc(SC2CCCCC2)nc(C)n1 | -0.9 | 4.2 | 1.7 | 0.8 | 1.7 | i | -0.9 | -1.4 | 2.0 | -1.8
Cc1ccc(S(=O)(=O)Nc2cc(C(=O)NCCN(C)C)ccc2N2CCCCC2)cc1 | 0.6 | -1.5 | -1.8 | 1.5 | -6.9 | i | -1.0 | -0.6 | -4.0 | -8.2
O=C1c2ccccc2C(=O)N1CCn1ccnc1 | -7.4 | -0.1 | -1.4 | -0.7 | -7.3 | i | -0.3 | -2.0 | 0.4 | -2.2
Cc1ccccc1C(=O)c1c[nH]c(C(=O)NCc2cccs2)c1 | 2.6 | -0.8 | 2.5 | 2.2 | -15.0 | i | -0.3 | -0.7 | -0.4 | -8.7
CN1CCN(c2cnn(-c3ccccc3)c(=O)c2Br)CC1 | -5.1 | -2.6 | -2.0 | 0.4 | -8.3 | i | -0.3 | -0.6 | 1.0 | -3.0
CCOC(=O)c1[nH]c(=S)n(-c2ccccc2)c1C(=O)OCC | 1.8 | -0.2 | -3.6 | 1.6 | x | i | -0.4 | -1.6 | 4.0 | 3.4
COc1ccc(-c2c[nH]c(=O)[nH]c2=O)cc1OC | -0.7 | -16.1 | 0.5 | 2.1 | -5.3 | i | 0.3 | 0.0 | 8.4 | 3.4

The list goes on, starting with the last two of the part before.
SMILES | SUMO1-SIM PPI | CSN inh | STEP block | MsrA inhibitor | Scp1 inh | Rpn11 inh | Tb MetRS inh | LMPTP inh | DNMT1 inh | NadD block
CCOC(=O)c1[nH]c(=S)n(-c2ccccc2)c1C(=O)OCC | 1.8 | -0.2 | -3.6 | 1.6 | x | i | -0.4 | -1.6 | 4.0 | 3.4
COc1ccc(-c2c[nH]c(=O)[nH]c2=O)cc1OC | -0.7 | -16.1 | 0.5 | 2.1 | -5.3 | i | 0.3 | 0.0 | 8.4 | 3.4
Cc1nn(CCC(=O)NNC(=S)Nc2ccc(Cl)cc2)c(C)c1[N+](=O)[O-] | 4.1 | 0.0 | -4.9 | -0.9 | -10.3 | i | 2.7 | -0.2 | -0.2 | -1.8
CCN(CC)c1ccc2c(Nc3ccccc3)c(C=O)c(=O)oc2c1 | -7.0 | -3.5 | 2.3 | -0.1 | 2.0 | i | -1.0 | 1.8 | 1.3 | -3.8
OC(COc1ccc(CNCCc2ccccc2F)cc1)CN1CCCCC1 (stereo not drawn) | 0.1 | 2.0 | -1.7 | 0.5 | 2.6 | i | -0.9 | 2.3 | -5.4 | -3.9
COc1ccc(C(=O)Nc2ccccc2NC(=O)c2ccc(OC)cc2)cc1 | -0.2 | -2.8 | 1.7 | 0.6 | -11.4 | i | -0.8 | 0.9 | -6.3 | -7.0
COc1ccccc1NC(=O)CSc1nnc(COc2ccc(Cl)cc2)o1 | -6.0 | -2.9 | -0.7 | 1.6 | -9.7 | i | 0.1 | 0.3 | -2.0 | 0.8
CC(C)CN(C(=O)COC(=O)c1cncc(Br)c1)c1c(N)n(Cc2ccccc2)c(=O)[nH]c1=O | 0.6 | -2.5 | -1.9 | 0.3 | 17.5 | i | -0.5 | 0.6 | 1.1 | 1.5
CC(=O)Nc1cccc(NC(=O)C2CCCN2C(=O)Nc2ccc(Cl)cc2)c1 (stereo not drawn) | 4.6 | -0.7 | 1.7 | 1.0 | -5.0 | i | -1.5 | -0.2 | 0.3 | -3.0
O=C(c1[nH]c(C(F)(F)F)nc1-c1ccccc1)N1CCc2ccccc2C1 | 1.1 | 1.2 | 3.3 | -0.8 | x | i | 0.3 | -0.2 | -4.8 | -2.2
COc1cccc(-c2csc(N3CCN(CC(=O)NNC(=O)c4ccc(Br)cc4)CC3)n2)c1 | 0.0 | 0.1 | -1.1 | 1.4 | 0.5 | i | -0.7 | -0.1 | -18.6 | 4.2
CCn1nc(NS(=O)(=O)c2ccc([N+](=O)[O-])cc2)c2cc3ccccc3nc21 | -15.5 | 8.9 | -1.8 | 1.4 | 5.1 | i | -0.4 | -1.2 | -2.5 | 8.4
COc1cc(CNCc2ccco2)cc(OC)c1O | 0.9 | 4.0 | -0.3 | -0.4 | 3.0 | i | -0.7 | -3.2 | 2.4 | -3.2
Cc1ccc(NC(=O)Cc2nc(COC(=O)Cc3cccc(C(F)(F)F)c3)cs2)cc1 | -0.5 | -1.7 | -1.1 | 0.0 | -4.2 | i | 0.2 | 1.3 | -8.2 | 5.9
Cc1ccccc1CN1CCN(S(=O)(=O)c2ccc(F)cc2)CC1 | -0.5 | 5.4 | 0.5 | 0.6 | -0.3 | i | -0.9 | -0.8 | 1.5 | -5.1
Cc1ccc(C(=O)NN(C)c2nc3ccccc3nc2C(F)(F)F)cc1 | -1.3 | 6.0 | -2.9 | 0.2 | -2.0 | i | -0.3 | -0.6 | 2.0 | -3.0
CN1/C(=C\C(=S)NC(=O)c2ccccc2Cl)C(C)(C)c2ccccc21 | -16.2 | 21.5 | 1.0 | 1.3 | 12.6 | + | -1.0 | 1.4 | 0.6 | 7.9
COc1ccc(N2CCN(C(=O)c3ccc(OCc4c(C)noc4C)c(OC)c3)CC2)cc1 | 0.8 | 0.3 | -5.2 | 1.1 | 5.4 | i | -0.5 | 0.7 | -1.9 | -6.1
CN(C)c1ccc(CNc2ncnc3sccc23)cc1 | 3.1 | 4.9 | -1.2 | 0.7 | 12.2 | i | -0.6 | 2.5 | -12.1 | -2.8
O=C(CN(C(=O)Cn1nnc(-c2ccc(F)cc2)n1)c1cccc(F)c1)NC1CCCC1 | -3.0 | 3.0 | 1.6 | 0.2 | -0.8 | i | 0.2 | -0.6 | 2.2 | -6.3
Nc1nonc1-c1nc2ccccc2n1CC(=O)N1CCCCC1 | -0.4 | -0.8 | 1.0 | 2.3 | -12.1 | i | -0.3 | -0.2 | 1.2 | -3.1
COc1ccccc1OCc1nnc(SCC(N)=O)n1-c1ccccc1 | -1.6 | 0.0 | 0.8 | 0.3 | -6.5 | i | -0.3 | -0.4 | -12.5 | -5.4
Cc1ccc(CN(CC(=O)NCCc2ccccc2)C(=O)c2csnn2)cc1 | 2.2 | 4.8 | 3.3 | -0.1 | -8.1 | i | 0.1 | 0.2 | 1.7 | -2.8
S=C(NCc1ccc2c(c1)OCO2)Nc1ccc2nsnc2c1 | -8.6 | -7.3 | 3.7 | 0.3 | -11.0 | i | 0.6 | 1.3 | -18.9 | -1.3
Cc1cc(/C=C2\SC(=O)N(C)C2=O)c(C)n1-c1ccc(O)cc1 | -8.1 | -1.9 | 2.8 | -0.5 | -7.5 | i | 0.0 | 4.8 | -20.2 | 0.8
CNC(=O)c1nn(-c2ccc(C)cc2)ccc1=O | -1.5 | -0.1 | -0.5 | 2.1 | -7.0 | i | -1.1 | -1.3 | 0.4 | -4.0
